TRPV1 agonist – human TRPV1 agonism; Q8NER1; TRPV1-expressing cells, Fluo-8 calcium influx, agonist mode; activation, % at 8.33 µM; 320,000 tested, 0.19% active; AID 540275; in the data active = activation above about 80%; inconclusive = between about 30% and that limit; note: 0% is about no effect
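Cells expressing TRPV1 were dye-loaded with Fluo-8 and read kinetically: 10 s baseline, 3 min after compound (agonist portion), then 2 min after EC20 capsaicin (allosteric enhancer portion). Calcium-bound dye fluorescence at 480/520 nm.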
CXXC DNA block – blocks binding of human MLL CXXC domain to DNA; AID 2662; MLL-CXXC / FITC-HOXA9 DNA fluorescence polarization; Potency, µM (titrated, usually from 115 µM), for the others: at the top dose activity change, negative = inhibition, hits mostly inhibitors; Q03164; 290,000 tested, 0.037% active; active = well fitted inhibition curve with a large enough effect in the polarisation, with a control signal flat, not every such curve was filed as active; inconclusive = small, poorly fitted or top-dose-only effect, or effect the other way, or a change in a side signal; inactive = no such curve, though single readings can be large or run the other way; the % refers to the polarisation; note: potency is the fitted concentration of half-maximal effect
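Steps: dispense CXXC domain solution (7 uM) → pin compounds or unlabeled HOX-A9 DNA control → 5 min ambient → add FLSN-HOX-A9 solution (50 nM) → spin → 30 min ambient → fluorescence polarization. Tris pH 7.5/NaCl/DTT/BSA buffer.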
A-T KAP1 phos – candidate therapy for ataxia-telangiectasia; 320,000 tested, 0.19% active; Potency, µM (top dose mostly 57.5 µM), without a hit: top-dose activation, hits mostly activators; […] A-T fibroblasts, KAP-1 phosphorylation AlphaLISA; neocarzinostatin DNA damage 30 min before lysis; note: potency is the fitted concentration of half-maximal effect; % of control where 0% means no effect; nearly all actives have a fitted effect of over 45% in size
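ATM-like activity read as KAP-1 phosphorylation via AlphaLISA donor/acceptor antibody pairs after lysis and 6 hr at 25C. Cells were ATM-null patient fibroblasts ([…], hTERT), dosed 60 min, then exposed to the DSB inducer NCS for 30 min.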
ELG1 repair inh – inhibitors of ELG1-dependent DNA repair in HEK293T cells | HEK293T ELG1-luciferase reporter, luminescence, 16 h; DNA damage induced by 5-fluorouridine | Potency, µM (highest dose often 46.1 µM), inactives show at the highest dose activity change, negative = inhibition, hits mostly inhibitors | 330,000 tested, 2.3% active; note: potency is the fitted concentration of half-maximal effect; % is set by controls: 0 for no effect and ±100 for the full control effect; nearly all actives have a fitted effect of over 55% in size
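Overnight (16 hr) co-exposure of 2,000 cells/well to 5-fluorouridine and compound at 37 °C preceded detection. Luciferase was quantified via ONE-Glo luminescence; loss of signal denotes inhibition.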
p53 reactivation – mutant p53 re-activation in reporter cells. H1299 p53-A138V BP100-luciferase reporter, luminescence, 24 h. Potency, µM (series often up to 92.2 µM), for the others: at the highest dose activity change, positive = activation, most hits filed as activators. 320,000 tested, 0.063% active. AID 504706; note: potency is the fitted concentration of half-maximal effect; % of control where 0% means no effect; nearly all actives have a fitted effect of over 45% in size
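p53-null H1299 cells stably carrying temperature-sensitive p53-A138V and a BP100-luciferase reporter were pinned with compounds (4-point, 1:5 series) and held 24 hrs at 37 deg C. Luminescence was read 10 min after detection reagent.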
a7 integrin act – activates integrin-mediated alleviation for muscular dystrophy. AID 624291. alpha7betagal myoblasts, beta-gal FDG fluorescence, 48 h. 350,000 tested, 0.064% active. Potency, µM (titrated, usually from 38.3 µM), inactives show at the top dose activation, hits mostly activators;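 note: potency is the fitted concentration of half-maximal effect; 100% = response of the positive control SU9516; nearly all actives have a fitted effect of over 60% in size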
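Alpha7betagal+/- myoblasts (passage 13) were plated 16-24 hr, then exposed to compounds (1:260 dilution of DMSO stock) for 48 hours at 37C. After MPER lysis, β-galactosidase reporter activity was read as FDG fluorescence (ex 480/em 540) after 30 minutes.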
PTAP TSG101 blk – blocks PTAP/TSG101 interaction to inhibit HIV-1 budding; Fluorescence polarization, FITC-PTAP peptide / Tsg101 binding; Potency, µM (titrated, usually from 115 µM), for the others: at the top dose activity change, negative = inhibition, usual class: inhibitors; 340,000 tested, under 10 active; AID 493005; active = well fitted inhibition curve with a large enough effect in the main read-out, with a control signal flat, not every such curve was filed as active; inconclusive = small, poorly fitted or top-dose-only effect, or effect the other way, or a change in a side signal; inactive = no such curve, though single readings can be large or run the other way; note: potency is the fitted concentration of half-maximal effect; % of control where 0% means no effect
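FP read-out: FITC-PTAP peptide, 50 nM final, binding Tsg101 binding domain, 10 uM final; 20 min, r.t.; 10 mM HEPES pH 7.5, 0.15 M NaCl, 0.01% Tween 20, 3 mM EDTA, 0.1 mM TCEP.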
BRCA1 expr up – activators of BRCA1 expression. 380,000 tested, 1.1% active. Potency, µM (top dose mostly 46.1 µM), inactives show at the top dose activation, most hits filed as activators. MCF7-BRCA1-FFLuc reporter, luminescence, 48 h; response scale: scaled: vehicle 0%, 10 µM genistein 100%. AID 624202; note: potency is the fitted concentration of half-maximal effect; nearly all actives have a fitted effect of over 80% in size; some results filed as inactive show a strong effect at the top dose
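Activators of BRCA1 expression were detected as increased firefly luciferase luminescence in engineered MCF7 cells after 48 h compound incubation. Signals were scaled to genistein 10 microM as full activation.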
TCR activator – T cell receptor activation; 330,000 tested, under 10 active; Potency, µM (titrated, usually from 9.22 µM), without a hit: at the highest dose activation of IL-2 secretion, actives largely listed as activators; primary human leukocytes, anti-CD3, IL-2 HTRF, 48 h; note: % of control where 0% means no effect
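TCR engagement came from a-CD3 beads alone, with compounds added to primary human leukocytes for 48 hr. Secreted IL-2 bridged europium cryptate- and d2-labelled anti-IL-2 antibodies, giving FRET emission at 665nm after 320nm excitation.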
B2AR arrestin – beta2AR (human) beta-arrestin recruitment activity. P07550. beta-arrestin recruitment to beta2AR, cell-based reporter. Potency, µM (series often up to 46.1 µM), for inactives: at the top dose activation, most hits filed as activators. 330,000 tested, 0.02% active;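 note: potency is the fitted concentration of half-maximal effect; 0% = DMSO controls and full agonism = EC100 isoproterenol or metaproterenol; nearly all actives have a fitted effect of over 65% in size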
Active calls of the source: *; ? = inconclusive; / = not tested or not shown; [ ] = remark or other dose. Unless noted, calls come from the whole dose curve; as a rule, active = well fitted curve in the direction sought with a large enough effect; inconclusive = small, poorly fitted or top-dose-only effect, or another doubt; inactive = no such curve, though single readings can be large; an effect the other way counts as inactive or inconclusive.

SMILES	TRPV1 agonist	CXXC DNA block	A-T KAP1 phos	ELG1 repair inh	p53 reactivation	a7 integrin act	PTAP TSG101 blk	BRCA1 expr up	TCR activator	B2AR arrestin
CCn1[nH]c(=O)c(=Nc2c(C)n(C)n(-c3ccccc3)c2=O)cc1-c1ccc(Cl)cc1	7	6%	3%	-14%	-23%	-17%	-3%	1%	5%	0.6%
C#Cc1cccc(N2C(=O)C3C4C=CC(C3C2=O)C2C(=O)N(c3cccc(C#C)c3)C(=O)C42)c1 (stereo not given)	/	/	/	/	/	19%	1%	-8%	-4%	/
CCOC(=O)C(=CNc1ccc(C#N)cc1)C(=O)OCC	-3	25%	3%	11%	-3%	16%	-1%	-18%	-3%	-0.1%
Nc1nnc(SCC(=O)N2CCCCC2)s1	-1	3%	?	2%	0%	-15%	-3%	4%	-1%	0.0%
COc1ccc(C(=O)C2CCCN(C(=O)CCc3ccccn3)C2)c(C)c1 (stereo not given)	5	0%	10%	4%	3%	-26%	-1%	-19%	3%	-0.6%
CCn1c(SCc2nc(CC(=O)Nc3ccccc3OC)no2)nnc1-c1cccs1	0	1%	0%	9%	-7%	1%	-5%	-6%	-15%	0.0%
CC1Cc2ccccc2N1C(=O)c1ccc2c(c1)OCO2 (stereo not given)	/	/	/	/	/	0%	-4%	1%	-3%	/
CCCSC1=C(C#N)C(c2ccc(O)c(OC)c2)CC(=O)N1 (stereo not given)	-1	12%	-1%	-2%	-7%	-34%	-3%	2%	-2%	0.2%
Cc1ccc(-c2noc(Cn3nc(C(=O)O)c4ccccc4c3=O)n2)cc1	-1	2%	-11%	27%	8%	?	-6%	15%	0%	0.1%
Cc1ccccc1N(C)C(=O)C1CCCN(c2ncnc3c2nc2n3CCCCC2)C1 (stereo not given)	?	4%	0%	-18%	-2%	-31%	-1%	-42%	5%	0.1%
O=C(COC(=O)C1CC2C=CC1C2)NCCc1ccccc1 (stereo not given)	?	54%[activator]	9%	?	-10%	3%	-8%	15%	2%	0.0%
O=C(NNC(=O)c1cccs1)c1ccccc1	1	7%	-2%	?	3%	-18%	-3%	53%	12%	0.2%
COC(=O)Cn1cnc2c(oc3ccccc32)c1=O	5	37%[activator]	1%	?	?	2%	-4%	16%	2%	-0.2%
CC(=O)NCC1CCCN(Cc2cn(-c3ccccc3)nc2-c2ccc3c(c2)OCO3)C1 (stereo not given)	?	-23%	-5%	12%	-1%	-10%	1%	-6%	/	0.0%
COc1ccc(C)cc1-n1c(SCC(=O)NC2CC2)nc2ccccc2c1=O	27	/	15%	10%	-11%	20%	-7%	-13%	4%	?
COc1ccc([C@@H]2Sc3cc(OC)ccc3N(CCN(C(C)C)C(C)C)C(=O)[C@H]2OC(C)=O)cc1	1	-11%	-4%	10%	-9%	-23%	-7%	-40%	-1%[46.1 µM]	0.1%
COc1ccccc1N1CCN(C(=O)C2CCN(C(=O)c3ccc(C(C)(C)C)cc3)CC2)CC1	-8	-6%	7%	-7%	28%	-22%	-1%	-2%	1%	-0.4%
Cc1cccc(Nc2nccc(N(C)C)c2C#N)c1	-4	0%	-2%	?	5%	?	-5%	9%	3%	-0.1%
O=C(Oc1ccccc1)Oc1ccc2c(c1)oc(=O)c1ccccc12	-10	82%[activator]	-5%	?	30%	15%	-5%	28%	-8%	-0.2%
O=C(CCn1c(=O)oc2ccccc21)Nc1ccc2c(c1)OCCO2	-3	-9%	16%	?	15%	16%	-7%	75%	0%	0.0%
CC(C(=O)OCC(=O)NC1CCCCC1)N1C(=O)c2ccccc2C1=O (stereo not given)	/	/	10%	11%	5%	7%	0%	1%	/	0.0%
O=C(NCc1cccs1)Nc1cccs1	-3	-11%	6%	17%	?	-31%	0%	21%	-1%	0.2%
Cc1ccc(NC(=O)/C=C/C(=O)O)c([N+](=O)[O-])c1	-3	7%	-3%	?	2%	-1%	-5%	18%	4%[46.1 µM]	-0.5%
CCOC(=O)C1(CC2CCCCO2)CCN(Cc2ccccc2-c2ccco2)CC1 (stereo not given)	20	15%	3%	1%	8%	-47%[inhibitor]	-3%	-44%	0%	0.2%
O=S(=O)(Nc1ccc(Br)cc1)c1cccc2cccnc12	1	8%	11%	0%	-1%	?	-17%	-6%	-2%	-0.3%
CC(Oc1ccccc1Cl)C(=O)/C=C/N(C)C (stereo not given)	-2	-2%	17%	-7%	15%	20%[7.66 µM]	-3%	12%	-24%	-0.3%
Cc1nn(Cc2ccc(Cl)cc2Cl)c(C)c1NC(=O)Cn1nc([N+](=O)[O-])c(Cl)c1C	0	-8%	/	/	/	-9%	-2%	-9%	5%	/
CCCCC(O)(C(NC=O)C(=O)OC)C(F)(F)F (stereo not given)	0	-2%	-8%	13%	-6%	-16%	-1%	-10%	0%	-0.3%
O=C(CCN1C(=O)S/C(=C/c2ccccc2)C1=O)Nc1ccc(O)c(C(=O)O)c1	-1	-21%	-13%	22%	-2%	1%	-4%	-18%	5%	0.0%
CCCn1c(SCC(=O)Nc2cc(S(=O)(=O)N3CCOCC3)ccc2Cl)n[nH]c1=O	-1	-1%	/	?	-1%	-7%	-4%	1%	-1%[46.1 µM]	-1.1%
COc1ccc(NC(=O)c2cccnc2N2CCCC2)cc1	2	1%	-4%	-8%	0%	3%	-4%	-87%[inhibitor]	8%	-0.3%
O=C(Cc1cccs1)N/N=C/C=C/c1ccccc1[N+](=O)[O-]	3	2%	1%	?	14%	0%	-12%	?	-1%	-0.1%
CCOC(=O)N1CCN(CCC(=O)Nc2cc(OC)ccc2OC)CC1	-3	-2%	-3%	-5%	9%	-21%	-2%	31%	-22%	0.0%
CCC(C)(C)n1nnnc1C(c1ccc(C)cc1)N1CCC(C)CC1 (stereo not given)	?	-1%	8%	6%	7%	-40%	-3%	-16%	10%	0.0%
Fc1ccccc1OCCCCN1CCCCC1	-2	4%	4%	-16%	6%	10%	-2%	-1%	6%	0.0%
COc1ccc(C(=O)NC2CCN(CC(=O)Nc3c(C)cccc3C)CC2)cc1OC	-2	-1%	3%	-14%	/	-15%	2%	-20%	-18%	0.0%
Cc1ccc(N2C(=O)c3cccc4c(Oc5ccccc5[N+](=O)[O-])ccc(c34)C2=O)c(C)c1	1	0%	-8%	?	-9%	-13%	-6%	-26%	2%[46.1 µM]	0.1%
CC12CCC(=O)N1C(C(=O)NCCN1C(=O)S/C(=C\c3ccccc3Cl)C1=O)CS2 (stereo not given)	0	/	-7%	-15%	3%	-29%	-8%	2%	/	0.0%
CCCCC(=O)Nc1ccc(C(=O)c2ccccc2)cc1	?	-5%	5%	23%	12%	13%	0%	?	-3%	0.3%
CC(=O)c1cnn(-c2c(Cl)cc(Cl)cc2Cl)c1C	?	-6%	2%	?	-2%	7%	-3%	-6%	10%	-0.2%

Another view of some results above.
SMILES | TRPV1 agonist | CXXC DNA block | A-T KAP1 phos | ELG1 repair inh | p53 reactivation | a7 integrin act | PTAP TSG101 blk | BRCA1 expr up | TCR activator | B2AR arrestin
O=C(Cc1cccs1)N/N=C/C=C/c1ccccc1[N+](=O)[O-] | 3 | 2% | 1% | ? | 14% | 0% | -12% | ? | -1% | -0.1%
CCOC(=O)N1CCN(CCC(=O)Nc2cc(OC)ccc2OC)CC1 | -3 | -2% | -3% | -5% | 9% | -21% | -2% | 31% | -22% | 0.0%
CCC(C)(C)n1nnnc1C(c1ccc(C)cc1)N1CCC(C)CC1 (stereo not given) | ? | -1% | 8% | 6% | 7% | -40% | -3% | -16% | 10% | 0.0%
Fc1ccccc1OCCCCN1CCCCC1 | -2 | 4% | 4% | -16% | 6% | 10% | -2% | -1% | 6% | 0.0%
COc1ccc(C(=O)NC2CCN(CC(=O)Nc3c(C)cccc3C)CC2)cc1OC | -2 | -1% | 3% | -14% | / | -15% | 2% | -20% | -18% | 0.0%
Cc1ccc(N2C(=O)c3cccc4c(Oc5ccccc5[N+](=O)[O-])ccc(c34)C2=O)c(C)c1 | 1 | 0% | -8% | ? | -9% | -13% | -6% | -26% | 2%[46.1 µM] | 0.1%
CC12CCC(=O)N1C(C(=O)NCCN1C(=O)S/C(=C\c3ccccc3Cl)C1=O)CS2 (stereo not given) | 0 | / | -7% | -15% | 3% | -29% | -8% | 2% | / | 0.0%

From PubChem
